# M18AAP inhibitor – PfM18AAP enzyme inhibition | recombinant PfM18AAP, H-Glu-NHMec fluorogenic cleavage | inhibition, % at 7.35 µM | actives 1.2% (n = 290,000) | AID 1822;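 active means inhibition above the campaign mean inhibition over all tested compounds plus 3 SD, cut at about 28% in these data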;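 further: 0% = plate median of test compound wells and 100% = 2 mM ZnCl2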
# OXTR ag – human OXTR agonism; CHO-OTR cells, Fluo-8 calcium fluorescence; normalized: DMSO 0%, oxytocin 100%; activation, % at 3 µM; actives 0.32% (n = 320,000); AID 2435;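 active means activation above the mean of all tested compounds plus 3 SD, cutoff set per screening run, cut at about 20% in these data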;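 further: peak over basal fluorescence ratio from a 100 s FLIPR kinetic read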
# Target sequence (P30559 whole entry, looked up): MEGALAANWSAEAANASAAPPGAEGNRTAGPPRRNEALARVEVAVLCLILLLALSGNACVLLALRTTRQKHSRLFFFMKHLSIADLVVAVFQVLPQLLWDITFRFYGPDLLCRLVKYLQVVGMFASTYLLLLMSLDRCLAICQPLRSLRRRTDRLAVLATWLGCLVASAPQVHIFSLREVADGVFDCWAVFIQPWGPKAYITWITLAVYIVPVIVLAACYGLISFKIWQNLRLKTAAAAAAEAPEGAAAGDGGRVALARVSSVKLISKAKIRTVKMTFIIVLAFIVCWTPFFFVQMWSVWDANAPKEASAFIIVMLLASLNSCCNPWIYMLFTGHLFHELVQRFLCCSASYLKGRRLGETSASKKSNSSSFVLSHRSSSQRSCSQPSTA
# NALP1 inh – blocks the NALP1 inflammasome reconstituted in yeast | S. cerevisiae NALP1/ASC/caspase-1 growth, X-gal OD620, 72 h | inhibition, % at 10 µM | actives 0.61% (n = 280,000) | AID 2071; in the data active means inhibition mostly above about 24%, no sharp cut-off; inactive means mostly below about 32%; further: some compounds called inactive have numbers as strong as hits
# MEKK2mut PB1 HTS – signal of MEK5 binding to mutant human MEKK2 PB1 domain; bead flow cytometry, Alexa488-MEK5 binding to MEKK2 mutant; percent response, % at 10 µM; actives 0.35% (n = 290,000); AID 1530; in the data active means percent response above about 24%, passing the limit was not always enough; further: inactives centre near 1; some results filed as inactive read as strong as hits; reference of the scale not given here
# PHOSPHO1 block – blocks human PHOSPHO1 phosphatase activity; inhibition, % at 13.3 µM; Q8TCT1; recombinant PHOSPHO1, absorbance phosphatase assay; actives 1.1% (n = 290,000); in the data active means inhibition above about 60%
# Target sequence (Q8TCT1 whole entry, looked up): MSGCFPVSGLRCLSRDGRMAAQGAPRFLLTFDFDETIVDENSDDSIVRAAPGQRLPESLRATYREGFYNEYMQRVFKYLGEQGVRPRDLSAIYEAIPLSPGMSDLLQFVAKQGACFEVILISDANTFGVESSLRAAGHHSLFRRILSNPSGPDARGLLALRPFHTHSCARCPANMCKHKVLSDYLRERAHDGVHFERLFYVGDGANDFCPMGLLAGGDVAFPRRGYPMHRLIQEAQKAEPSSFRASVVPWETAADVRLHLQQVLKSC
# MEKK3 PB1 HTS – MEKK3-MEK5 PB1 interaction, increase or decrease; actives 1.4% (n = 290,000); AID 1529; bead-based flow cytometry, Alexa488-MEK5 binding to MEKK3; actives lie on both sides; 0 = blocked by unlabeled MEK5, 100 = vehicle; binding response (% of control), % at 10 µM; Q99759;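 active means binding response more than 3 SD above or below the average of its plate-row segment, actives on both sides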;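 further: Alexa488 bead fluorescence after subtracting the streptavidin-only scavenger bead signal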
# GPR7 antagonist – antagonists of human GPR7 (neuropeptides B/W receptor 1); AID 1861; inhibition, % at 4.4 µM; P48145; actives 1.1% (n = 290,000); GPR7-expressing cells, fluorescence antagonist assay; in the data active means inhibition above about 16%, passing the limit was not always enough;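 further: cells stimulated with the agonist NPW; 0% = agonist with vehicle and 100% = vehicle without agonist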
# Target sequence (P48145 whole entry, looked up): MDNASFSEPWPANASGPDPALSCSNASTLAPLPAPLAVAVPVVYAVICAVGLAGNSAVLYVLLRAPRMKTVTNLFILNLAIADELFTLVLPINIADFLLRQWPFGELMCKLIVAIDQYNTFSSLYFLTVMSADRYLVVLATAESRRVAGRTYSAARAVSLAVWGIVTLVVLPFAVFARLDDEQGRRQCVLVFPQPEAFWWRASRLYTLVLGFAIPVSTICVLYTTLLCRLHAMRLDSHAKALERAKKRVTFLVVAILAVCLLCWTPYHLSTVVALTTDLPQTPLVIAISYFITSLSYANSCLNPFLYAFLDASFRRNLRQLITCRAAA
# FID counter – fluorescent intercalator displacement, NS3 helicase counter-screen; DNA fluorescent intercalator displacement, fluorescence; inhibition, % at 7.9 µM; actives 0.17% (n = 290,000); in the data active means inhibition above about 37%;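 further: 0% = vehicle and 100% = reference compound; higher means more ethidium bromide displaced from hairpin DNA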
# MEKK2wt PB1 HTS – raises or lowers MEK5 binding to wildtype human MEKK2 PB1 domain. Q9Y2U5. binding response (% of control), % at 10 µM. bead flow cytometry, Alexa488-MEK5 binding to MEKK2 WT; actives lie on both sides. actives 1.1% (n = 290,000); in the data active means binding response below about 67% or above about 130%
# * hit, by the source's call; . = no result given; [ ] = remark or other dose. Only part of the results is shown. The share of hits here may be higher or lower than overall.
# Values run as follows: MEKK2mut PB1 HTS, GPR7 antagonist, M18AAP inhibitor, MEKK3 PB1 HTS, MEKK2wt PB1 HTS, PHOSPHO1 block, NALP1 inh, OXTR ag, FID counter
- CC/C(=N\Nc1ccccc1)c1c(O)[nH]c(=O)[nH]c1=O
  -10, 0, 5, 94, 94, 19, 7, 0.7, 0
- CN1CCCN(C(=O)COc2cccc(C(F)(F)F)c2)CC1
  7, -8, 3, 103, 109, 24, 3, 0.6, -1
- CN(C)c1ccc2c(c1)N=C(c1ccco1)OP2(=S)N1CCOCC1 (stereo not drawn)
  2, -6, 14, 102, 99, 90*, 11, -0.8, -6
- CCCN1CCC[C@@H]2Cc3nc(N)ncc3C[C@H]21
  2, ., ., 100, 101, ., ., -0.2, .
- Cc1cc(C)cc(N2C(=O)/C(=C\c3ccc(N4CCN(C)CC4)o3)C(=O)NC2=S)c1
  -4, -11, 6, 99, 92, 24, -7, 6.5, -15
- CCNc1cc(N2CCN(C)CC2)ccc1[N+](=O)[O-]
  5, -2, 7, 98, 100, 33, 13, -0.1, 5
- O=c1c2ccccc2nc(-c2ccco2)n1-c1nccs1
  11, -12, -1, 112, 114, 15, 18, -0.9, -3
- O=c1[nH]c(O)c(C=Nc2ccccc2Oc2ccccc2)c(=O)[nH]1
  -13, -12, -2, 93, 99, 10, 24, -1.9, -12
- CCOC(=O)c1ccc(N=C(C)c2c(O)[nH]c(=O)[nH]c2=O)cc1
  -4, 2, 8, 95, 96, 24, 6, 0.1, -2
- CN1C[C@H](CNC(=O)OCc2ccccc2)C[C@@H]2c3cccc4c3c(cn4C)C[C@H]21
  14, 1, -1, 116, 158*, -21, 26, 5.8, 3
- CC(Cc1ccccc1)NC(=O)/C=C/c1ccc(Cl)cc1 (stereo not drawn)
  3, 3, -1, 99, 102, -19, 52, -2.4, -11
- CC(C)Oc1ccc(CCN)cc1Cl
  0, 7, 2, 100, 103, -10, 44*, 1.0, 1
- CCCC(C)C1(CC)C(=O)NC(=Nc2ccccc2)NC1=O (stereo not drawn)
  2, -10, -5, 82, 103, -26, 10, 2.7, -15
- O=P(Nc1c(Cl)cccc1Cl)(c1ccccc1)c1nc2c(s1)CCCC2 (stereo not drawn)
  7, 1, -4, 104, 108, 18, 6, -1.0, -11
- CC(C)Oc1cccc(C(=O)C2CCCN(Cc3ccon3)C2)c1 (stereo not drawn)
  1, 2, 4, 99, 100, -12, 1, 0.1, -8
- C=CCNC(=S)/N=C/c1c(O)[nH]c(=O)[nH]c1=O
  -1, -17, 7, 97, 99, 25, -8, -0.1, -3
- CCC1C(C#N)=C(N)Oc2c1c(=O)oc1ccccc21 (stereo not drawn)
  1, -18, -1, 100, 101, 40, -13, 0.8, -1
- CCN(CC)C(=O)c1ccc(NC(=O)c2cccc(S(=O)(=O)N3CCN(C)CC3)c2)cc1
  6, 3, -5, 101, 104, 33, 3, 0.9, 11
- Cn1nccc1C(=O)N1CCC2(CC1)OCCO2
  -3, -24, 4, 99, 95, 23, 2, 0.2, -3
- Cc1ccccc1NP(=O)(Oc1ccccc1F)Oc1ccccc1F
  -1, 2, 4, 118, 96, 1, 18, -0.1, -20

# Next section; it opens with the three that closed the last part.
# Values run as follows: MEKK2mut PB1 HTS, GPR7 antagonist, M18AAP inhibitor, MEKK3 PB1 HTS, MEKK2wt PB1 HTS, PHOSPHO1 block, NALP1 inh, OXTR ag, FID counter
- CCN(CC)C(=O)c1ccc(NC(=O)c2cccc(S(=O)(=O)N3CCN(C)CC3)c2)cc1
  6, 3, -5, 101, 104, 33, 3, 0.9, 11
- Cn1nccc1C(=O)N1CCC2(CC1)OCCO2
  -3, -24, 4, 99, 95, 23, 2, 0.2, -3
- Cc1ccccc1NP(=O)(Oc1ccccc1F)Oc1ccccc1F
  -1, 2, 4, 118, 96, 1, 18, -0.1, -20
- CC(Cc1ccccc1)NC=O (stereo not drawn)
  -2, -3, 0, 97, 98, 23, -14, -0.3, -4
- C=C1C2C[C@H](O)C(C)(C)[C@@]2(O)[C@H](O)C[C@]23C[C@@](C)(O)[C@H](CC[C@H]12)[C@H]3OC(C)=O (stereo partly drawn)
  -5, -11, 4, 94, 91, 8, 26, 0.2, 1
- O=C(/C=C/c1ccc(Cl)cc1)NC(=S)N1C[C@H]2C[C@H](C1)c1cccc(=O)n1C2
  -5, -5, -10, 97, 95, 34, 1, 0.3, -18
- O=Cc1cn(Cc2ccc([N+](=O)[O-])cc2)c2ccccc12
  2, 4, -3, 90, 99, 12, 16, 2.8, 11
- COc1ccc(-c2nn(CCC#N)cc2C(=O)Nc2ccccc2Br)cc1
  7, -12, 13, 107, 106, 14, 15, -0.3, -27
- C[C@]12CCC(=O)C=C1CC[C@@H]1[C@@H]2C(=O)C[C@]2(C)C(=O)CC[C@@H]12
  3, -17, -10, 107, 99, -1, 29, 0.4, -10
- CCC(=O)OC1(c2ccccc2)C(C)CN(C)CC1C (stereo not drawn)
  -2, 3, -3, 100, 99, -11, 9, 0.3, 4
- CCC(=NCCc1c[nH]c2ccccc12)c1c(O)n(C)c(=O)n(C)c1=O
  5, 0, -3, 105, 106, 21, -23, 19, -11
- CC(N=Cc1c(O)[nH]c(=O)[nH]c1=O)c1ccccc1 (stereo not drawn)
  -2, -9, -1, 100, 101, 11, 3, -0.1, 0
- CC1N=C(c2ccccc2Cl)c2cc(Br)ccc2NC1=O (stereo not drawn)
  4, -4, -8, 105, 102, 20, 14, 0.8, -25
- O=C1NC(=O)N(Cc2ccc(F)cc2)C(=O)/C1=C\c1ccoc1
  0, -10, 0, 101, 101, -45, -2, 31*, -17
- COc1ccccc1CN1CCN(C(=O)COc2ccc3ccccc3c2)CC1
  0, 0, -2, 105, 103, 34, 15, 2.5, -8
- Cc1c(N=Nc2c(O)n(Cc3ccccc3)c(=O)[nH]c2=O)c(=O)n(-c2ccccc2)n1C
  -1, 1, 0, 104, 103, 4, 14, -0.1, -21
- COC(=O)CCCCC1SCC(NC(=O)c2ccccc2)C1Cl (stereo not drawn)
  -12, -6, -12, 100, 88, 1, 3, 5.4, -2
- CCCC[N+]1(C)C2CC(OC(=O)C(CO)c3ccccc3)CC1C1OC12 (stereo not drawn)
  6, ., ., 99, 108, -10, 11, -0.2, .
- Cn1cc2c([N+](=O)[O-])cc([N+](=O)[O-])cc2n1
  -2, -4, -3, 104, 101, -6, 7, ., 2
- Cc1nc2nc(SCC(=O)N3CCC4(CC3)OCCO4)nn2c(C)c1Cc1ccccc1
  -1, -2, 2, 94, 97, 9, 2, 0.4, -36
- O=C(c1cc2c(s1)-c1ccccc1OC2)N1CCC2(CC1)OCCO2
  ., 6, 10, ., ., 14, 46, 2.6, -29
- CCOc1ccc(N=Cc2c(O)n(C(C)(C)C)c(=O)[nH]c2=O)cc1
  -2, -18, -2, 97, 95, -48, -2, 0.5, -4
- O=C(Cn1ccc2ccccc2c1=O)NCC(=O)N1CCC2(CC1)OCCO2
  -10, 10, -12, 83, 79, 20, 1, -0.3, 1
- NP(=O)(Oc1ccccc1Cl)Oc1ccccc1Cl
  -1, -11, -15, 106, 101, -20, 6, 0.1, -1
- CCN1CCN(Cc2cccnc2)CC1
  11, -12, -1, 105, 105, ., -15, 0.6, -3
- CCN(CC)c1ccc(/C=C2\C(=O)NC(=S)N(C)C2=O)o1
  -1, 6, 6, 95, 97, -3, -5, 22*, -6
- O=C(CN1CCOCC1)Nc1ccc(Br)cc1C(=O)c1ccccc1
  3, 0, 4, 96, 102, -10, 31, -2.2, -27
- O=C(Cn1cnc2ccccc2c1=O)NCCC(=O)N1CCC2(CC1)OCCO2
  5, -8, -6, 116, 121, 13, 16, 1.3, 3
- COc1cc(OC)c(OC)cc1/C=C1\C(=O)NC(=O)N(Cc2ccccc2)C1=O
  1, -4, 6, 99, 88, -5, -2, 1.6, -12
- COCCOC(=O)c1c(N)n(Cc2ccco2)c2nc3ccccc3nc12
  -1, -2, 17, 103, 99, -5, 4, 2.3, -3
- Cc1ccc(CNCCc2ccc(F)cc2)s1
  3, -12, 0, 107, 112, 19, 1, 0.5, 7
- O=C(CN1CC(c2ccccc2)CC1=O)Nc1ccccc1 (stereo not drawn)
  2, -5, 0, 97, 97, 2, 2, -0.1, -1
- CC(C(=O)c1c[nH]c2ccccc12)N1CCSCC1 (stereo not drawn)
  2, -14, 4, 98, 103, 12, -4, 2.5, -3
- COc1ccc2c(c1)CC1(CN2C)C(=O)NC(=O)N(c2ccc(F)cc2)C1=O (stereo not drawn)
  -12, 6, 27, 84, 87, -4, 2, 0.1, -3
- CN1C(=O)/C(=C/c2ccc(N3CCCCCC3)o2)C(=O)NC1=S
  -3, 4, -8, 97, 90, 17, 11, 15, -11
- Nc1ccncc1Cl
  -2, 3, -7, 99, 97, -25, 14, 0.3, -2
- Cc1ccc[n+](CC(O)Cn2c3ccccc3c3ccccc32)c1 (stereo not drawn)
  2, -6, 1, 98, 105, 1, 15, -0.8, 28
- Cc1cc(C=C2C(=O)N(C)C(=S)N(C)C2=O)c(C)n1C1CCCCC1
  -21, -10, -8, 95, 72*[inhibitor], 65*, 6, 0.2, -14
- O=C(NCc1ccccn1)c1ccccc1Cl
  -4, -14, -5, 94, 95, -22, -11, 0.4, 0
- CCC(CC)NC1CCCCC1OC (stereo not drawn)
  -1, -10, -5, 103, 103, 11, 14, 0.7, 5
- CCCCC(=O)N/N=C/c1c(O)n(-c2cccc3ccccc23)c(=O)[nH]c1=O
  11, -7, 3, 112, 110, 32, -5, -1.0, -41
- C=CCN1C(=O)NC(=O)C(CCc2ccncc2)(CCc2ccncc2)C1=O
  -10, 5, 4, 104, 93, 45, 14, 0.4, -4
- COc1cc(C)c(CN2CCN(c3ccccc3)CC2)cc1C
  -5, 2, 1, 101, 99, 9, -28, -2.3, 4
- Cn1c(O)c(C(=N)COc2cccc(Cl)c2)c(=O)n(C)c1=O
  -8, -4, 4, 96, 97, 26, 9, 0.7, -5
- Cc1ccc(-n2c(C)cc(/C=C3/C(=O)NC(=O)N(C)C3=O)c2C)cc1
  0, -10, 5, 87, 95, -3, 24, 1.1, -17
- Cc1ccccc1NC(=S)NC(NC(=O)CF)C(Cl)(Cl)Cl (stereo not drawn)
  4, -10, -1, 104, 103, 20, 5, 0.3, 0
- CC(C)(C)C(=O)NC1CCSC1=O (stereo not drawn)
  -2, 0, -2, 99, 99, 41, -3, 0.6, 0
- COc1ccccc1CC(=O)N1CCN(CCc2ccccc2)CC1
  4, 14, -5, 94, 101, 29, 10, 0.5, -11
- Cc1ccc(S(=O)(=O)N2CC3CC(C2)c2cccc(=O)n2C3)cc1 (stereo not drawn)
  -2, -18, 0, 101, 104, 34, -3, -1.0, -3
- CC(=O)C1=C(C)OC(N)=C(C(=O)OC(C)C)C12C(=O)Nc1ccccc12 (stereo not drawn)
  1, -9, -15, 91, 99, -10, 26, 0.6, -11
- Nc1c(C(=O)NCC2CCCO2)c2nc3ccccc3nc2n1Cc1ccco1 (stereo not drawn)
  -4, 4, 6, 95, 92, 33, 17, 0.1, -7
- c1ccc(CN2CCN(Cc3ccc4c(c3)OCCO4)CC2)cc1
  8, 4, 8, 98, 100, 2, 10, 0.2, -9
- c1ccc(-c2[nH]c[n+](CC3CO3)c2-c2ccccc2)cc1 (stereo not drawn)
  40, -3, -6, 104, 152*, 13, 37, -0.4, 5
- CN(C)CCN(CC1CCCN(Cc2ccccc2F)C1)C(=O)Cc1ccc(F)c(F)c1 (stereo not drawn)
  14, 9, -2, 108, 125, ., -7, 1.8, 10
- Cn1c(NN=O)nc2ccccc21
  2, -8, 8, 112, 105, 15, 4, -1.0, 2
- COc1ccc(OC)c(-n2c(O)c(/C=C3\C=Nc4ccccc43)c(=O)[nH]c2=O)c1
  6, 31, 24, 105, 99, 23, 14, 2.4, 2
- CCOC(=O)C1=C(N)OC2=C(C(=O)CCC2)C12C(=O)N(CC(N)=O)c1ccccc12 (stereo not drawn)
  4, 1, 2, 105, 105, -12, -12, 2.4, -14
- OCC#CC[N+]1(CC#Cc2ccccc2)CCCC1
  2, -6, 5, 96, 102, -3, -5, 0.9, 7
